High-throughput results from PubChem BioAssay.
CSN inh: blocks human CSN-mediated cullin deneddylation. AID 651999. Q92905. inhibition, % at 12.5 µM. 360,000 compounds, 0.38% hits. Purified CSN, SCF-Nedd8-OG deneddylation, fluorescence polarization;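 active = pattern-corrected inhibition above about 35%, with an unprinted fluorescence ratio check between 0.5 and 1.5, limit read from the data, passing the limit was not always enough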;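 also: 0% = enzyme with substrate and 100% = substrate without enzyme; some results filed as inactive read as strong as hits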
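Assay system: purified human Csn5 enzyme expressed in HEK293T cells; measure: % inhibition; also added: SCFSkp2-Nedd8OG substrate at 10 nM final; technique: fluorescence polarization; times: reaction 90 min, room temperature; medium: Tris buffer pH 7.5, NaCl, DTT, Tween-20, trehalose, ovalbumin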
DNMT1 block: blocks human DNA methyltransferase DNMT1; 360,000 compounds, 0.83% hits; inhibition (reported as % activation of signal), % at 10 µM; DNMT1 molecular beacon, Hinp1I cleavage, fluorescence; AID 588458; P26358; in the data active = inhibition above about 50%
NadD block: blocks S. aureus nicotinate mononucleotide adenylyltransferase; purified NadD enzyme, colorimetric absorbance read-out; inhibition, % at 20 µM; 360,000 compounds, 0.78% hits; AID 602399; in the data active = inhibition above about 26%; also: some compounds past the cut are filed as inactive
STEP inh: STEP (human) phosphatase inhibition; P54829; recombinant STEP, OMFP fluorogenic substrate, fluorescence; inhibition, % at 20 µM; 360,000 compounds, 0.25% hits;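 active = inhibition at 20 µM, scaled per plate between control wells, above about 37%, limit read from the data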;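 also: 0% = DMSO with enzyme and substrate and 100% = substrate only without enzyme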
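System: isolated STEP enzyme; schedule: 20 min enzyme reaction at room temperature, protected from light; medium: Bis-Tris buffer pH 6.0, 2.5 mM DTT, 0.005% Tween 20; signal: fluorescence, 480/540 nm; dosing: single compound dose of 20 µM, 1% DMSO final; also added: OMFP substrate, 25 µM final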
Neddyl block: cullin neddylation inhibition; P61081+Q13564; TR-FRET cullin neddylation, biochemical; calls only at 25 µM; 360,000 compounds, 0.58% hits; AID 651699; in the data active = inhibition above about 36%
Target sequence (P61081 whole entry, looked up): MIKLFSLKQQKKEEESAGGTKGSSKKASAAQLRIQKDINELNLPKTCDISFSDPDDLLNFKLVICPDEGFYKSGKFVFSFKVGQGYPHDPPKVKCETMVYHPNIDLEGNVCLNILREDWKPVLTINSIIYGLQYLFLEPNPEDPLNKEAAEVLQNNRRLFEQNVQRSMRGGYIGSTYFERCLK
Target sequence (Q13564 whole entry, looked up): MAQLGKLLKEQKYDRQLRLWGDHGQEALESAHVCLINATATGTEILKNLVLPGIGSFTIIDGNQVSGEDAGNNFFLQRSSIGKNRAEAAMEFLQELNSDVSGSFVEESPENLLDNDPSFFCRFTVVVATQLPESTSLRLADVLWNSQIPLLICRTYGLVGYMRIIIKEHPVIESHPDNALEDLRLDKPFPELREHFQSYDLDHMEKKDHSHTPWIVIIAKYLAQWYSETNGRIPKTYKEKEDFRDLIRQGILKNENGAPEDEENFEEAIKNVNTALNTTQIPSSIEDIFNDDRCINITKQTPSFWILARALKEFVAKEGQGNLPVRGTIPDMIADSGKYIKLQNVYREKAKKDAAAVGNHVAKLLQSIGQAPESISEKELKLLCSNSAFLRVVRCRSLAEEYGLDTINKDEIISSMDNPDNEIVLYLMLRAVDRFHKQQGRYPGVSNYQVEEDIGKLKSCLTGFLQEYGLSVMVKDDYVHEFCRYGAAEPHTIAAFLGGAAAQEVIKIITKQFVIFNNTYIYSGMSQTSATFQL
Scp1 inh: blocks human Scp-1 phosphatase activity | Recombinant Scp1, phosphopeptide, malachite green phosphate absorbance | inhibition, % at 20 µM | 340,000 compounds, 0.88% hits | AID 493091;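 active = inhibition above about 50% at 20 µM, limit read from the data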;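 also: plate controls were DMSO wells with enzyme for no effect and wells lacking enzyme for full effect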
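System: SCP-1 catalytic domain; Reagent: Phospho 17-mer peptide substrate; Doses: one concentration, 20 µM, with 1.0% DMSO; Incubation: 45 min room-temperature reaction, 5 min colour, 30 min stabiliser; Signal: Phosphate-binding colour reagent, absorbance read at 630 nm.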
Rin1-Abl PPI inh: human Rin1-Abl interaction inhibition | TR-FRET Rin1/Abl binding, biochemical | inhibition, % at 7.35 µM | 360,000 compounds, 0.4% hits | AID 588664; in the data active = inhibition above about 5%, passing the limit was not always enough
Rpn11 block: blocks the human proteasome subunit Rpn11 | human 26S proteasome, Ub4-pepOG fluorescence polarization; 20S core pre-blocked with epoxomicin | calls only at 20 µM | 360,000 compounds, 0.59% hits | AID 588493;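 active = inhibition at 20 µM, scaled to each plate's controls, above about 33%, limit read from the data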
Target sequence (O00487 whole entry, looked up): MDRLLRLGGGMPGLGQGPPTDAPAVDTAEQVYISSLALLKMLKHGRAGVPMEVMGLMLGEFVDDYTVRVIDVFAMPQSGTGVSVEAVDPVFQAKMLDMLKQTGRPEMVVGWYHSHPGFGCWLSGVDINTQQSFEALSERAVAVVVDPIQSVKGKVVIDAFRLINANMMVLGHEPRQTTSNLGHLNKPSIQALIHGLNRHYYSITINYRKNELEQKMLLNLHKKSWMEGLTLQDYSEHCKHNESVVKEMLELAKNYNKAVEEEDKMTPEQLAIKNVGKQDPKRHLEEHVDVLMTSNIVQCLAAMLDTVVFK
SUMO1 PPI mod: alters human SUMO1 binding to SIM partners; P63165; 360,000 compounds, 0.33% hits; SUMO1 binding to a labelled peptide, TR-FRET, 1 h; inhibition, % at 20 µM; in the data active = inhibition above about 37%
LMPTP block: blocks human LMPTP phosphatase. inhibition, % at 20 µM. P24666. 360,000 compounds, 0.22% hits. recombinant LMPTP-A, OMFP fluorogenic substrate, fluorescence intensity;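 active = compounds that cut the enzyme signal by at least half of the control window in the single-dose screen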;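 also: plate controls were DMSO wells with enzyme plus substrate for no effect and substrate without enzyme for full effect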
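Assay system: LMPTP-A phosphatase enzyme | Input: 0.625 nM enzyme | Also added: Fluorogenic phosphatase substrate OMFP at 400 µM final | Compound dosing: One test concentration per compound, 20 µM, with 3% DMSO overall | Schedule: 50 min enzyme reaction at room temperature, protected from light | Signal: Fluorescence intensity | Benchmarks: no-enzyme and uninhibited controls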
* = called active by the depositor; i = inactive; nt = no result given; + = active, no number.

SMILES | CSN inh | DNMT1 block | NadD block | STEP inh | Neddyl block | Scp1 inh | Rin1-Abl PPI inh | Rpn11 block | SUMO1 PPI mod | LMPTP block
CCCCCCCCN1C(=O)[C@H](CC(=O)NCCc2ccccc2OC)C[C@@]2(C(=O)OCC)CCCC=C12 | -5 | nt | 14 | nt | i | nt | nt | nt | 6 | 7.1
CCOC(=O)C1(CC2CC2)CCN(Cc2cn(C)c3ccccc23)CC1 | 1 | 1 | -3 | 1 | i | -4 | 1 | i | 0 | -0.1
COc1ccc(OC)c(CCNC(=O)CC2(CC3=NS(=O)(=O)c4ccccc4N3)CCCC2)c1 | 3 | -4 | 0 | -2 | i | -7 | 0 | i | 1 | -0.3
Cc1ccc(N2C(=O)c3ccccc3C2=O)cc1 | -3 | 0 | 1 | 2 | i | -4 | 0 | i | -12 | 0.1
CCOc1ccccc1N1CCN(Cc2ccco2)CC1 | -3 | 1 | -3 | 2 | i | -3 | 1 | i | 2 | -1.5
CCOC(=O)c1c(CSc2cccs2)n(C)c2cc(Br)c(O)c(CN(C)C)c12 | -2 | -6 | 4 | 1 | i | 13 | 0 | i | 4 | 1.0
CN(C)c1c(N)c(=O)oc2ccccc12 | -9 | 1 | -4 | -1 | i | -3 | -5 | i | -12 | -2.3
O=C(NCc1ccccc1)c1cc(C2CCCCN2C(=O)c2ccc3c(c2)CCO3)on1 (stereo not drawn) | 6 | 8 | 0 | -1 | i | nt | -3 | i | 0 | -0.3
Cc1ccccc1-n1nnnc1SCC(=O)NC1CC1 | -2 | 3 | 0 | 2 | i | -1 | 1 | i | 0 | -0.8
COc1cccc(N(C(=O)Cn2nnc(-c3cccs3)n2)C(C(=O)NC(C)C)c2ccc(C)o2)c1 (stereo not drawn) | -9 | 5 | -7 | -8 | i | -2 | -2 | i | 5 | -2.2
Cc1ccc2cc(CN(Cc3ccco3)S(=O)(=O)c3c(C)ccc4nsnc34)c(=O)[nH]c2c1 | -7 | -5 | -10 | 0 | i | -9 | -1 | i | -9 | 0.0
CC(=O)Nc1ccc(OCCC[n+]2cccc(C(=O)[O-])c2)cc1 | 3 | 4 | -4 | 0 | i | -8 | -3 | i | -1 | -1.3
c1ccc2sc(N3CCCN(Cc4nc(-c5cnccn5)no4)CC3)nc2c1 | 1 | -3 | -4 | -3 | i | -7 | 6 | i | 1 | -0.8
CN(C)S(=O)(=O)c1ccc2c(c1)C(=O)c1cc(S(=O)(=O)N(C)C)ccc1CC2 | -3 | 0 | -12 | -2 | i | -8 | 2 | i | -5 | -1.1
CCOc1ccccc1NS(=O)(=O)c1c(C)noc1C | 2 | 3 | -5 | -17 | i | 3 | 0 | i | -5 | -2.2
CCCCn1c(=S)[nH]c2ncccc2c1=O | -2 | 4 | -3 | -2 | i | -4 | -2 | i | -4 | -0.3
Cc1nc2c(-c3ccc(F)cc3)cnn2c(N)c1-c1ccc(F)cc1 | 2 | -2 | -3 | 0 | nt | 4 | 0 | i | -1 | 2.3
CC(=O)c1ccc(Nc2c([N+](=O)[O-])ccc3nonc23)cc1 | -1 | 0 | -7 | 3 | i | -7 | -2 | i | -46 | 2.0
O=C(c1cccc([N+](=O)[O-])c1)N1CCN(Cc2ccccc2)CC1 | 4 | 2 | 2 | -1 | i | -7 | 1 | i | -17 | -0.9
O=C(COC(=O)c1c[nH]c2ccccc12)NC1CCCC1 | 1 | -3 | 1 | -3 | i | -10 | -1 | i | 11 | 0.1
CCc1ccc2c(c1)NC(=O)C2(C)Cc1ccccc1C#N (stereo not drawn) | 6 | -1 | 1 | -1 | i | nt | -2 | i | 1 | -1.3
COc1cc2c3nnc(-c4ccc(F)cc4)c-3cn(Cc3ccc(F)cc3)c2cc1OC | 27 | -4 | 17 | 9 | nt | 22 | -5 | i | -16 | 9.4
Cc1cc(C)c(S(=O)(=O)c2ccccc2)c(N(C)C)n1 | 3 | 0 | -7 | -3 | i | -2 | 1 | i | -1 | -0.6
COc1ccc2nc(SC)cc(C)c2c1 | -1 | 2 | -2 | 8 | i | -5 | -5 | i | 0 | -1.9
CCCn1c(N)c(C(=O)CSc2nnc(C3CC3)n2-c2ccccc2)c(=O)[nH]c1=O | -2 | 3 | 8 | -3 | i | -12 | -1 | i | 2 | -1.2

10 compounds from above, ordered by SMILES length, largest number first:
SMILES | CSN inh | DNMT1 block | NadD block | STEP inh | Neddyl block | Scp1 inh | Rin1-Abl PPI inh | Rpn11 block | SUMO1 PPI mod | LMPTP block
CCCCCCCCN1C(=O)[C@H](CC(=O)NCCc2ccccc2OC)C[C@@]2(C(=O)OCC)CCCC=C12 | -5 | nt | 14 | nt | i | nt | nt | nt | 6 | 7.1
Cc1ccc2cc(CN(Cc3ccco3)S(=O)(=O)c3c(C)ccc4nsnc34)c(=O)[nH]c2c1 | -7 | -5 | -10 | 0 | i | -9 | -1 | i | -9 | 0.0
COc1ccc(OC)c(CCNC(=O)CC2(CC3=NS(=O)(=O)c4ccccc4N3)CCCC2)c1 | 3 | -4 | 0 | -2 | i | -7 | 0 | i | 1 | -0.3
CCOC(=O)c1c(CSc2cccs2)n(C)c2cc(Br)c(O)c(CN(C)C)c12 | -2 | -6 | 4 | 1 | i | 13 | 0 | i | 4 | 1.0
CC(=O)Nc1ccc(OCCC[n+]2cccc(C(=O)[O-])c2)cc1 | 3 | 4 | -4 | 0 | i | -8 | -3 | i | -1 | -1.3
CCc1ccc2c(c1)NC(=O)C2(C)Cc1ccccc1C#N (stereo not drawn) | 6 | -1 | 1 | -1 | i | nt | -2 | i | 1 | -1.3
CCOc1ccccc1NS(=O)(=O)c1c(C)noc1C | 2 | 3 | -5 | -17 | i | 3 | 0 | i | -5 | -2.2
Cc1ccc(N2C(=O)c3ccccc3C2=O)cc1 | -3 | 0 | 1 | 2 | i | -4 | 0 | i | -12 | 0.1
CCCCn1c(=S)[nH]c2ncccc2c1=O | -2 | 4 | -3 | -2 | i | -4 | -2 | i | -4 | -0.3
COc1ccc2nc(SC)cc(C)c2c1 | -1 | 2 | -2 | 8 | i | -5 | -5 | i | 0 | -1.9

Later entries.
SMILES | CSN inh | DNMT1 block | NadD block | STEP inh | Neddyl block | Scp1 inh | Rin1-Abl PPI inh | Rpn11 block | SUMO1 PPI mod | LMPTP block
Cc1nc2nc(-c3cccs3)cn2nc1C | -4 | -4 | 10 | 2 | i | -8 | -7 | i | 4 | 2.2
Cc1cccn2c(CNCC3OCCc4ccccc43)c(C(=O)N3CCCCC3)nc12 (stereo not drawn) | -1 | -6 | 4 | -2 | i | -5 | 0 | i | 0 | -1.5
O=C(Cc1c(O)c2ccccc2[nH]c1=O)OC1CCCCC1 | -4 | 5 | -2 | -4 | i | 1 | -2 | i | 2 | 0.5
COc1ccc(NC(=O)CSCc2cc(=O)n3c(C)csc3n2)cc1 | 0 | 2 | 2 | -1 | i | 1 | -4 | i | -2 | -0.4
CC(=O)Nc1nc(COc2ccccc2)cs1 | -4 | 2 | -7 | -3 | i | -6 | 0 | i | -1 | 0.3
O=c1cc[nH]c2cccc(Cc3ccccc3)c12 | 2 | 0 | -5 | 0 | i | -18 | -3 | i | -1 | -1.1
COC(=O)c1c(NC(=O)CC2Nc3cc(C)c(C)cc3NC2=O)sc(C)c1C (stereo not drawn) | -2 | 38 | 0 | -2 | i | -7 | 2 | + | -1 | -1.7
Cn1cc(S(=O)(=O)c2ccccc2)c(=O)c2cc(Cl)ccc21 | -1 | -1 | -4 | -2 | i | -6 | 1 | i | 1 | -0.2
O=C(NCc1ccc(S(=O)(=O)NC2CCCCC2)s1)c1ccccc1 | -1 | 0 | -2 | 1 | i | -7 | 2 | i | -1 | -1.6
CC[C@@H](NCCCn1ccc(NC(=O)OCc2ccccc2)nc1=O)c1ccccc1 | 0 | 3 | 4 | 0 | i | nt | 8.4* | i | 0 | -1.9
CCc1c(C)nc2nc(NC(C)=O)[nH]n2c1=O | 2 | -1 | -1 | 0 | i | -2 | 3 | i | 3 | -1.5
CC(C)(C)n1nnnc1CN(Cc1cccnc1)Cc1ccccc1Cl | -4 | 4 | 0 | -1 | i | -2 | -6 | i | 1 | 0.1
CC(C)CNC(=O)c1cc(-c2ccc(Br)cc2)on1 | -1 | 2 | 1 | 1 | i | -6 | -1 | i | -3 | -0.9
Cc1cc(NC(=O)CCC(=O)N(CCC(C)C)C(C(=O)NCC2CCCO2)c2ccccc2C)no1 (stereo not drawn) | -3 | 1 | 1 | 0 | i | -5 | 5 | i | 6 | -0.1
Cc1cccc(CN2C(=O)N/C(=C/c3ccc(C)s3)C2=O)c1 | 17 | -5 | -7 | -4 | i | -12 | 2 | nt | -1 | 1.2
COc1ccc(N)c(C)c1 | -1 | -8 | -2 | 0 | i | -6 | 0 | i | -2 | 0.7
O=C(COC(=O)c1cc(S(=O)(=O)N2CCOCC2)ccc1Cl)c1ccc[nH]1 | 5 | -1 | -7 | -1 | i | nt | 2 | i | 0 | 1.7
O=C(c1ccco1)N1N=C(c2ccccc2)CC1c1ccc2nccnc2c1 (stereo not drawn) | -1 | -6 | -1 | -1 | i | -9 | -3 | i | -9 | 0.2
Cc1ccc(S(=O)(=O)N2CCN(CC(=O)Nc3ccccc3C(=O)NC3CC3)CC2)cc1 | -4 | -2 | -1 | -1 | i | -5 | 6 | i | 0 | -0.6
COc1ccc(S(=O)(=O)NC(C)C(=O)NCCN2CCOCC2)cc1Cl (stereo not drawn) | -2 | 0 | -4 | -1 | i | -4 | 5 | i | 3 | -1.9
COc1ccccc1C(=O)NC(=O)COC(=O)c1ccco1 | 0 | 1 | -6 | 0 | i | -3 | 2 | i | 1 | 0.0
CC1(C)CC(=O)C2=C(C1)N(c1cccnc1)C(N)=C(C#N)C2c1cccs1 (stereo not drawn) | 6 | -5 | 6 | -3 | i | -4 | -1 | i | 3 | 2.4
COc1ccc(CCNC(=O)C2CCN(C(=O)NC3CCCCC3)CC2)cc1 | 3 | -2 | -1 | -3 | i | -15 | 0 | i | 1 | -0.5
O=C(NCCc1ccccc1)c1cccc(NC(=O)C2CCCCC2)c1 | 0 | 8 | 0 | -3 | i | -4 | -3 | i | 0 | 0.2
O=C(NCc1ccc(OC(F)(F)F)cc1)C12CN(Cc3ccccc3)CC1C(c1cccc([N+](=O)[O-])c1)=NO2 (stereo not drawn) | -6 | 4 | 7 | -2 | i | 3 | 5 | i | -14 | -0.1
CCNc1ccc([N+](=O)[O-])cc1 | 4 | -1 | -2 | 0 | i | 1 | -2 | i | -20 | 0.9
